Glioma ERSR ind – induces the endoplasmic reticulum stress response in human glioma cells; U87-MG GRP78 promoter luciferase reporter, 16 h; Potency, µM, inactives show at the top dose activation, hits mostly activators; actives 0.02% (n = 420,000); note: potency is the fitted concentration of half-maximal effect; series mostly up to about 76 µM; % of control where 0% means no effect; nearly all actives have a fitted effect of over 35% in size
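ERSR induction read as luciferase luminescence (Bright-Glo, 10 min at room temperature) in stably transfected human U87-MG glioma cells exposed to compounds for 16 h, using GRP78 as sensor.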
IDH1 R132H inh – inhibitors of human mutant IDH1 R132H; actives 0.093% (n = 390,000); IDH1-R132H enzyme, NADPH consumption, diaphorase/resazurin fluorescence; O75874; Potency, µM (doses to about 76.6 µM), for the others: at the top dose activity change, negative = inhibition, hits mostly inhibitors; note: potency is the fitted concentration of half-maximal effect; % is set by controls: 0 for no effect and ±100 for the full control effect; nearly all actives have a fitted effect of over 65% in size
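IDH1-R132H (0.5 ug/mL) preincubated 30 min with compound, then NADPH (0.016 mM) and alpha-KG (2 mM) added; 80 min at RT, pH 7.5. Remaining NADPH coupled via diaphorase/resazurin to fluorescence (540/590 nm); concentration-response curves normalized to no-enzyme control.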
USP1-UAF1 inh – blocks the human USP1/UAF1 deubiquitinase complex. O94782. recombinant USP1/UAF1, Ub-Rhodamine cleavage fluorescence. Potency, µM (highest dose often 57.1 µM), inactives show at the highest dose activity change, negative = inhibition, most hits filed as inhibitors. actives 0.23% (n = 390,000). AID 743255; note: potency is the fitted concentration of half-maximal effect; % is set by controls: 0 for no effect and ±100 for the full control effect; nearly all actives have a fitted effect of over 60% in size; inactives centre near -12
Target sequence (O94782 whole entry, looked up): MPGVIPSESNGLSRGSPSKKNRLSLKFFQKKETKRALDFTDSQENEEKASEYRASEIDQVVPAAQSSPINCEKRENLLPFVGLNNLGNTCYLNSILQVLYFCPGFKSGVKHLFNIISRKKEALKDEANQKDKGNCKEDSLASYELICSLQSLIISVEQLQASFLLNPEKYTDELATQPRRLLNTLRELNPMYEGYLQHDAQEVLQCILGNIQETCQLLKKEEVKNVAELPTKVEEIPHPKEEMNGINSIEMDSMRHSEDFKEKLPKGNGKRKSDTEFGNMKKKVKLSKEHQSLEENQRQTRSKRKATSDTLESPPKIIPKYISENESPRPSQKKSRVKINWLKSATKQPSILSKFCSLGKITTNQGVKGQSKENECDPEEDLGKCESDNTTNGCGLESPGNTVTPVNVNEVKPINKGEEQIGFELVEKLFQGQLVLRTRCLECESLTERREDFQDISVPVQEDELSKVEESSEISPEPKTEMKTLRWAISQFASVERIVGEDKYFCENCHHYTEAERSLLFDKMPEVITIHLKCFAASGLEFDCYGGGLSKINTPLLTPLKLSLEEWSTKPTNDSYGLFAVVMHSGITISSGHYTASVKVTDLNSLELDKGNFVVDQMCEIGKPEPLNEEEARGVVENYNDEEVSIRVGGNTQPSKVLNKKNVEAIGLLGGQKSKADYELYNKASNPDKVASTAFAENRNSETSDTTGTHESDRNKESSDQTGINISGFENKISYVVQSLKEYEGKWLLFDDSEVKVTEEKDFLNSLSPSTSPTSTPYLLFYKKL
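Step one: compound is pinned into 1nM USP1/UAF1 in HEPES pH 7.8 buffer with TCEP. Step two: 15 min room-temperature incubation. Step three: Ub-Rho (150nM final) starts cleavage, tracked by fluorescence over six one-minute reads.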
Vif-APOBEC3G blk – blocks the Vif interaction with human APOBEC3G | Q9HC16 | HeLa A3G-eYFP + Vif (tagged APOBEC3G with the HIV-1 protein that degrades it), YFP fluorescence, overnight | Potency, µM (top dose mostly 46.1 µM), for the others: at the highest dose activity, negative = active, most hits filed as inhibitors | actives 0.076% (n = 410,000) | AID 602310;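 note: potency is the fitted concentration of half-maximal effect; % is set by controls: 0 for no effect and ±100 for the full control effect; nearly all actives have a fitted effect of over 60% in size; hits raise eYFP signal because A3G escapes Vif-driven loss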
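Read-out is eYFP fluorescence (Ex 488/Em 500-530) from Vif-expressing HeLa A3G-eYFP cells; more signal means A3G escaped Vif-mediated degradation. Cells plated overnight, compound pinned in, incubated overnight at 37 deg C.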
TrxR1 substrate – rat thioredoxin reductase 1 substrate activity; Potency, µM (top dose mostly 114 µM), inactives show at the highest dose activity change, negative = substrate turnover; purified TrxR1 substrate turnover, NADPH consumption readout; AID 588456; actives 0.01% (n = 390,000); note: potency is the fitted concentration of half-maximal effect; % is set by controls: 0 for no effect and ±100 for the full control effect; nearly all actives have a fitted effect of over 50% in size
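Rat TrxR1, dispensed at 90 nM, was prereduced with 400 uM NADPH (final) for 5 min at ~22 deg C, then incubated with compound 15 min before 400 uM selenite. A first-read NADPH fluorescence drop versus no-compound background flagged substrates.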
TrxR1 inh – blocks rat thioredoxin reductase 1; actives 1% (n = 390,000); O89049; Potency, µM (doses to about 114 µM), inactives show at the top dose activity change, negative = inhibition, most hits filed as inhibitors; recombinant rTrxR1, NADPH fluorescence consumption, selenite substrate; note: potency is the fitted concentration of half-maximal effect; % is set by controls: 0 for no effect and ±100 for the full control effect; nearly all actives have a fitted effect of over 65% in size
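Rat TrxR1 (90 nM in the dispensed reagent) was pre-reduced with 400 uM NADPH for 5 min at room temperature, then incubated with compound for 15 min. After 400 uM selenite was added, NADPH fluorescence (Ex 340/Em 450 nm) was followed for 8 min.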
Vif-APOBEC3F blk – blocks the Vif interaction with APOBEC3F | HeLa A3F-eYFP + Vif (tagged APOBEC3F with the HIV-1 protein that degrades it), YFP fluorescence increase | Potency, µM (top dose mostly 46.1 µM), without a hit: at the top dose activity, negative = active | actives 0.2% (n = 390,000) | AID 602313; note: potency is the fitted concentration of half-maximal effect; % of control where 0% means no effect; nearly all actives have a fitted effect of over 65% in size
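HeLa cells stably expressing Vif plus C-terminally eYFP-tagged A3F were seeded, incubated overnight at 37 deg C, dosed with compound, incubated overnight again at 37 deg C. Yellow fluorescence (Ex 488/Em 500-530) reported blocked Vif-mediated A3F-eYFP degradation.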
LDHA inh – blocks human lactate dehydrogenase A. AID 1347041. actives 0.15% (n = 480,000). P00338. activity change, % (values are at about 110 or 230 µM). purified LDHA, NADH/diaphorase-resazurin fluorescence; hits give low values; in the data active = activity change below about -30%; inconclusive = mostly about -25% to -30%;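 note: plate controls were DMSO wells for no effect and wells without enzyme for full effect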
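Human LDH5 at 2 nM final in Tris HCl pH 7.4 with 0.06 mM NADH and 0.2 mM pyruvate, reacted 5 minutes at room temperature. Remaining NADH coupled via diaphorase/resazurin; resorufin fluorescence read at 0 and 20 minutes, normalized to enzyme-free and DMSO wells.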
RGS4 inh – human RGS4 inhibition | P49798 | Potency, µM (top dose mostly 114 µM), inactives show at the top dose activity change, negative = inhibition, hits mostly inhibitors | actives 0.039% (n = 390,000) | AID 504845 | Transcreener GDP fluorescence polarization, RGS4-accelerated GTP hydrolysis; note: potency is the fitted concentration of half-maximal effect; % is set by controls: 0 for no effect and ±100 for the full control effect; nearly all actives have a fitted effect of over 75% in size; some results filed as inactive show a strong effect at the top dose
Target sequence (P49798 whole entry, looked up): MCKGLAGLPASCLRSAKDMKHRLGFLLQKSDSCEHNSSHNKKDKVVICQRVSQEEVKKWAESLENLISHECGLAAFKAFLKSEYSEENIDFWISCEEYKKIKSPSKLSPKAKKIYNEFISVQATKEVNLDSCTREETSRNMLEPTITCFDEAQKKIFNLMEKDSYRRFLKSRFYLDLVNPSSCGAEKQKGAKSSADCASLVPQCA
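MLSMR compounds (23 nl, pin-transferred) preincubated 10 min at room temperature with a 500nM (2x) first reagent, then RGS4 at 900nM (2x) plus Transcreener GDP mix added; fluorescence polarization (620/688 nm) read before and after 90 min at 30 °C.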
* marks the source's active call; other numbers are inactive results; ? = inconclusive; / = not tested or not shown; & = joins results of further samples; [ ] = another dose, or the depositor's remark. Unless noted, calls come from the whole dose curve; as a rule, active = well fitted curve in the direction sought with a large enough effect; inconclusive = small, poorly fitted or top-dose-only effect, or another doubt; inactive = no such curve, though single readings can be large; an effect the other way counts as inactive or inconclusive.

Values run as follows: Glioma ERSR ind, IDH1 R132H inh, USP1-UAF1 inh, Vif-APOBEC3G blk, TrxR1 substrate, TrxR1 inh, Vif-APOBEC3F blk, LDHA inh, RGS4 inh
Nc1nc(CSc2ncccn2)nc(Nc2ccccc2)n1
    -2.2%, 5.2%, -17.3%, -4.8%, 7.1%, 7.5%, 0.5%, -6.4, -26.4%
O=C(CSc1nc2ccccc2s1)Nc1cc(C(=O)O)cc(C(=O)O)c1
    -2.2%, -1.6%, -22.6%, 1.2%, 3.0%, 41.4%[activator], 2.0%, -7.6, ?
COc1ccccc1-n1cc(-c2ccccc2)[nH]c1=S
    -2.7%, 5.4%, -22.6%, -10.0%, 9.2%, -2.4%, -1.8%, -10.2, ?
CCCCOc1ccc(-c2nc(=S)[nH][nH]2)cc1
    5.8%, 12.1%, -1.0%, -6.3%, -1.2%, -12.7%, -7.3%, -9.5, ?
Cc1ccc(S(=O)(=O)NCCCn2ccnc2)cc1
    -1.5%, 5.6%, -18.2%, 2.8%, -1.5%, 10.5%, 0.9%, -9.7, 1.3%
Cc1ccc(C)c(Oc2ncnc(N)c2[N+](=O)[O-])c1
    -5.3%, -2.8%, -21.4%, -0.1%, 0.2%, 12.6%, -14.3%, 4.4, -8.3%
Cc1cccc(NC(=O)c2nc[nH]c2C(=O)NC[C@H](C)O)c1
    -2.1%, -2.3%, -18.7%, 1.9%, /, /, -3.3%, -2.8, /
S=C(c1ccc(Cl)cc1)N1CCN(Cc2ccccc2)CC1
    -3.8%, 8.7%, -18.2%, -0.3%, -3.5%[57.1 µM], 0.7%[57.1 µM], 13.4%, -3.5, 19.2%
Cc1ccc(C(=O)N(CCC2=CCCCC2)c2c(N)n(Cc3ccccc3)c(=O)[nH]c2=O)o1
    -2.6%, 0.8%, -19.5%, -2.6%, 4.7%, -4.7%, -13.1%, -1.3, -22.7%
Cc1cccc(Cn2c(=O)n(CCC(=O)NCCc3ccc(Cl)cc3)c(=O)c3sccc32)c1
    /, /, -12.0%, /, -1.0%, 7.9%, /, 0.5&-5.1, 8.9%
O=C(O)CN1C2=NCCCN2c2ccccc21
    -4.9%, 0.0%, -5.5%, -0.1%, 12.1%, 17.4%[57.1 µM], 10.9%, -3.4, 10.8%
Nc1cc([N+](=O)[O-])ccc1Nc1ccc(O)cc1
    -5.1%, 13.6%, -5.1%, 0.3%, -2.4%, 40.4%[0.0914 µM], -7.8%, 7.7, -2.8%
CC(C)c1ccc(C2(O)C(=O)Nc3cc(Br)ccc32)c(O)c1 (stereo not given)
    2.7%, 5.8%, -10.8%, -12.0%, -8.3%, 9.6%, 2.1%, 4.7, -62.9%[56.9 µM]
CCOc1ccc(S(=O)(=O)N2CCN(C(=O)c3cccnc3)CC2)cc1
    -3.8%, 6.2%, -26.2%, -0.9%, 5.9%, 14.1%, ?, -5.8, -11.7%
Clc1ccc(SCCCCn2cncn2)cc1
    10.5%, 1.8%, 0.7%, 3.7%, 5.8%, 22.9%, -14.8%, 0.6, 31.9%
CC1(C)Cc2ccccc2C2=C(C(=O)N3CCCCCC3)C(=O)C(=O)N21
    0.3%, -0.4%, -19.3%, 0.0%, -9.0%, 9.2%, 12.3%, -1.9, 17.3%[56.9 µM]
CCN(CC)S(=O)(=O)c1ccc(C)c(NC(=O)CSc2ncc(C(F)(F)F)cc2Cl)c1
    -6.0%, 1.0%, -23.8%, -1.9%, 2.3%, 14.5%, -3.2%, -8.4, -21.5%
O=C1Nc2ccccc2/C1=N\c1sc2c(c1C(=O)Nc1ccccc1)CCCC2
    10.8%, 4.3%, -19.3%, 1.5%, -1.6%, ?, 0.2%, 0.0, -33.7%
COCCn1c(C)cc(C2=NNC(=NC(C)(C)C)SC2)c1C
    2.2%, -0.2%, -8.6%, -2.2%, -6.3%, 4.6%, 1.8%, 11.6, -2.2%
Cc1cccc(Cl)c1NC(=S)NN
    -4.7%, 5.4%, -6.8%, 0.6%, 18.3%[57.1 µM], 10.4%[57.1 µM], ?, -2.0, -30.5%
CCCCOn1c(C)c(C(=O)OCC)c2c3no[n+]([O-])c3ccc21
    0.0%, 7.8%, -11.3%, -4.5%, 8.2%, 6.9%, -6.2%, -2.4, -12.8%
CC(OC(=O)Cc1ccccc1[N+](=O)[O-])C(=O)Nc1ccc(Cl)cn1 (stereo not given)
    -3.1%, -1.5%, -0.3%, 1.1%, -10.0%, -2.2%, -1.3%, -11.1, 6.5%
O=C(CN1CCN(c2ccc(F)cc2)CC1)Nc1nnc(-c2ccccc2)s1
    -2.5%, 0.9%, 2.3%, 0.5%, -7.4%, -4.2%, -11.1%, -1.2, 6.1%
O=c1sc2ccccc2c(N2CCOCC2)c1[N+](=O)[O-]
    -4.4%, 4.9%, 4.8%, 1.0%, -7.1%, 0.9%[57.1 µM], 3.7%, -6.8, -19.9%
COc1ccc(CNC(=O)CCC(=O)N2CCN(C(C)=O)CC2)cc1
    -0.3%, 11.1%, -4.5%, -0.4%, 4.0%[57.1 µM], 4.1%[57.1 µM], 2.7%, -4.7, -9.1%
O=C(O)CCCn1cc(NC(=O)COc2ccccc2F)cn1
    -2.0%&-4.9%, 0.3%&-19.8%, -11.3%&-24.8%, 0.8%&4.2%, 6.6%, 22.4%, 0.0%&0.0%, 4.6&3.3, -30.1%&-16.1%
NNC(=O)CSCc1ccc(Cl)cc1Cl
    -3.8%, 4.5%, -4.9%, 2.0%, 5.1%[57.1 µM], 5.3%[57.1 µM], 7.6%, -7.5, 15.9%
CC(C)CNC(=O)c1cnn2c(C(F)(F)F)cc(C(F)(F)F)nc12
    -1.3%, 3.3%, -7.9%, -1.2%, 3.8%[57.1 µM], 3.1%[57.1 µM], -2.6%, -5.8, 6.7%
CCOc1ccccc1C1NC(=O)NC(C)=C1C(=O)OCc1ccccc1 (stereo not given)
    -2.9%, 11.6%, -11.8%, 10.6%, 10.8%, 12.2%, -29.0%, 2.7, -21.1%
COc1ccc(/C=N/NC(=O)c2ccc3nc[nH]c3c2)c(OC)c1
    -6.2%, -4.4%, -6.7%, -5.7%, -9.3%, -1.8%, -12.1%, -6.3, 16.9%
COc1ccc(C(=O)NC(=S)Nc2ccc(S(=O)(=O)Nc3cc(OC)nc(OC)n3)cc2)cc1
    0.0%, 0.0%, -0.4%, -5.5%, -2.7%, 56.2µM*, 0.2%, -15.9, -41.1%
C=CCn1c(SCC(=O)c2ccccc2)nnc1-c1ccc2c(c1)OCO2
    1.0%, 0.3%, -0.2%, ?, -12.1%, ?, -5.0%, 12.2, ?
CC1CCN(CC(=O)Nc2ccc(S(=O)(=O)NC3CC3)cc2)CC1
    -1.4%, 4.7%, -6.5%, 3.4%, -3.3%, -4.5%, 2.0%, -16.5, -16.9%
N#C/C(=C\c1cn(-c2ccccc2)nc1-c1cc2ccccc2o1)c1nc2ccccc2[nH]1
    8.5%, 1.0%, 1.1%, -8.6%, -0.1%, 0.3%, ?, 11.7, 1.1%
Cc1ccc(S(=O)(=O)O/N=C2/CCCc3occc32)cc1
    -3.3%, 11.9%, -3.4%, -0.7%, 9.4%[57.1 µM], 19.5%[57.1 µM], -12.8%, 2.3, -6.8%
C=CCN1C(=O)C(C)S/C1=N\S(=O)(=O)c1ccc(Cl)cc1 (stereo not given)
    -3.2%, 1.7%, 5.0%, -1.2%, -9.8%, -11.5%, 6.9%, -2.7, -2.0%
CC(C)c1cc(C(F)(F)F)n2nc(C(=O)O)cc2n1
    -4.5%, -0.9%, -1.6%, 1.7%, 1.0%[57.1 µM], 13.7%, 8.6%, -3.2, -1.2%
O=C(c1ccco1)N1CCN(c2ncnc3scc(-c4ccc(F)cc4)c23)CC1
    -6.5%, -2.8%, -3.8%, -7.2%, -3.0%, -18.2%[57.1 µM], -4.7%, -2.0, -5.0%
CN(C)c1ccc(/C=N\S(=O)(=O)c2ccccc2)cc1
    -5.5%, 5.5%, -14.6%, -0.9%, -10.3%, -10.6%, 4.6%, -2.4, -9.1%
Cc1onc(-c2c(Cl)cccc2Cl)c1NC(=O)NNc1ccccc1
    0.7%, 9.9%, -18.1%, 1.1%, 12.6%, 43.8%[activator], -3.0%, 2.8, -12.0%
CN(C)S(=O)(=O)c1ccc(C(=O)N2CCN=C2SCc2ccccc2)cc1
    -7.7%, 14.5%, -9.4%, -5.4%, 14.6%, 13.1%, 0.1%, -0.3, 0.7%
CN(C)S(=O)(=O)c1cccc(NC(=S)N/N=C/c2ccc(O)c(O)c2O)c1
    -1.2%, -7.0%, -25.2%, -1.0%, -7.7%, ?, -7.4%, 50.9, ?
COc1cc(/C=N/NC(=O)c2ccncc2)ccc1Oc1ccc([N+](=O)[O-])cn1
    -6.5%, 0.7%, -18.4%, 7.2%, 1.0%[57.1 µM], 5.0%[57.1 µM], ?, -1.9, 1.8%
Cc1ccc(SCCN2CCN(CC(C)C)CCC2=O)cc1
    1.2%&3.3%, 12.3%, ?, -1.4%&-0.1%, 1.6%&4.1%, 16.2%&7.5%, 0.1%, -0.9, 8.5%&12.5%
NC(=O)C1CCN(C(=O)CCSc2ccc(Cl)cc2)CC1
    1.7%, -2.4%, -5.0%, -0.8%, -1.0%, 4.1%, 0.0%, 0.7, 6.6%

These rows are one share of the data; the hit share may differ from the screen's.
